Compound activity from PubChem.
HTR5A inv ctr – inverse agonist of human HTR5A in OPRM1-OPRD1 counter-screen. P47898. HTR5A cell line, luminescence, inverse agonism. inhibition, % at 9.3 µM. 340,000 compounds, 0.083% hits; in the data active means inhibition mostly above about 23%, no sharp cut-off; inactive means mostly below about 18%;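 further: 0% = cells with DMSO and 100% = no-cell wells with DMSO; some compounds called inactive have numbers as strong as hits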
PKA-R2B activ – PKA-R2B complex activation; PKA-R2B holoenzyme dissociation, Cy5-IP20 fluorescence polarization; R2B truncated from residue 108, S112A mutant; 0% DMSO only, 100% 113 µM cGMP; AID 504700; P22694+P31323; activation, % at 11.4 µM; 340,000 compounds, 0.079% hits;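 active means activation above a cutoff set at the mean over all compounds plus 3 SD, cut at about 18% in these data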;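 further: higher means more holoenzyme dissociation and a rise in polarization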
Target sequence (P31323 whole entry, looked up, other chains not shown, the tested form may be a part): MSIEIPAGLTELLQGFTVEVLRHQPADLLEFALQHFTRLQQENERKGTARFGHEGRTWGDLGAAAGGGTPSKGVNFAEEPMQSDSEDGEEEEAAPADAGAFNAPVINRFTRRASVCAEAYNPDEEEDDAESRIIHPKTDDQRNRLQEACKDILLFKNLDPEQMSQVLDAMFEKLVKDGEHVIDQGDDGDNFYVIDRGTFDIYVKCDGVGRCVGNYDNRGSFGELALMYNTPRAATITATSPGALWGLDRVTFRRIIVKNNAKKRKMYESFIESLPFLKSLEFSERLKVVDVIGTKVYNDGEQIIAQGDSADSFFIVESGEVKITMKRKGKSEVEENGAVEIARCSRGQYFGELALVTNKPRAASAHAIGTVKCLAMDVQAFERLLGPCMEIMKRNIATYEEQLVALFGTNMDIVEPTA
phage Ecoli inh – E. coli growth loss with phage present; growth absorbance; 360,000 compounds, 0.26% hits; AID 651602; inhibition, % at 11.9 µM; in the data active means inhibition above about 11%
Tat export inh – E. coli Tat transport inhibition. E. coli MC4100 TorA-mCherry Tat export, fluorescence. inhibition, % at 10 µM. 340,000 compounds, 0.036% hits. AID 488895;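 active means mean replicate inhibition at least 50% and at least half of replicates individually reaching 50%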;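 further: exported cargo escapes ClpAP degradation while cytoplasmic cargo is degraded and loses fluorescence; 0% = median of neutral control wells and 100% = median of NaSCN control wells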
AddAB inh – less growth of phage-infected E. coli with AddAB; E. coli expressing H. pylori AddAB, absorbance growth; inhibition, % at 11.9 µM; 330,000 compounds, 0.29% hits; in the data active means inhibition above about 12%;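 further: 0% = vehicle wells of infected cells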
CDK5 p35 inh – blocks human CDK5/p35 kinase activity | inhibition, % at 10 µM | Q00535+Q15078 | 330,000 compounds, 0.01% hits | Recombinant CDK5/p35, ADP-Glo luminescence, 60 min;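 active means highest replicate inhibition of at least 50% and at least 75% of replicates reaching 50%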;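 further: plate controls were DMSO neutral control for no effect and GW8510 at 10 µM for full effect; many of its hits are not listed in these tables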
Target sequence (Q00535 whole entry, looked up): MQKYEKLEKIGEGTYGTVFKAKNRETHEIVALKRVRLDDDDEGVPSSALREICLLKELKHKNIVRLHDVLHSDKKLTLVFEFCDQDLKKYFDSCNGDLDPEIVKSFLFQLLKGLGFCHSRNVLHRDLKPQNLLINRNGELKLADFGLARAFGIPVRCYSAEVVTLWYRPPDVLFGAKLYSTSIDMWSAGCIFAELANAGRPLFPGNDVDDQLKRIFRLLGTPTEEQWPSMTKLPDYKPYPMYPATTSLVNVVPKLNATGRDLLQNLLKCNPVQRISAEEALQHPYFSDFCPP
Target sequence (Q15078 whole entry, looked up): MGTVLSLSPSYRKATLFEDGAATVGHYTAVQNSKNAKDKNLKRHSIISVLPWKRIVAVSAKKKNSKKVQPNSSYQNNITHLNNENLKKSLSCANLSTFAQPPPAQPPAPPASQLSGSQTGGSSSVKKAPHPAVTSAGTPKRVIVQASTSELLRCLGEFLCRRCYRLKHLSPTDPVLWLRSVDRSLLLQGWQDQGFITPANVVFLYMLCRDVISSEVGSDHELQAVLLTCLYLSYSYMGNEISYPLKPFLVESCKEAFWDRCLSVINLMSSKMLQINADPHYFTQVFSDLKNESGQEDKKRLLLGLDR
SUMO Mot1 rescue – SUMOylation pathway inhibition by Mot1-301 growth rescue; growth rescue, % at 18.8 µM; S. cerevisiae Mot1-301 growth rescue, ATP luminescence, 38.5C; percent above DMSO median, 100 means doubled; AID 2716; 320,000 compounds, 1% hits;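 active means every valid replicate shows activation above 250% relative to neutral control wells; inactive means the rest, any valid replicate at or below 250%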;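 further: OY570 slx delta 5 strain wells were the positive control but not used for scaling; some compounds called inactive have numbers as strong as hits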
PKA-R1A act – PKA-R1A complex activation | P00514+P68181 | PKA-R1A dissociation, Cy5-IP20 fluorescence polarization; scaled: DMSO 0%, 113 µM cGMP 100% | activation, % at 11.4 µM | 340,000 compounds, 0.083% hits;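 active means percent activation above the mean of all tested compounds plus 3 SD, cut at about 19% in these data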;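 further: higher means more PKAc released from R1A so a rise in polarization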
DAGLB inhibitor – diacylglycerol lipase beta (human) inhibition. Q8NCG7. HEK293T DAGLB membrane lysate, EnzChek fluorogenic substrate. inhibition, % at 5.17 µM. 340,000 compounds, 0.059% hits. AID 504411; in the data active means inhibition above about 34%;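 further: 0% = enzyme with vehicle and 100% = wells lacking enzyme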
HTR5A ag – counter-screen for OPRM1-OPRD1 agonists: human HTR5A agonism; P47898; HTR5A agonist assay, luminescence, cell-based; activation, % at 9.3 µM; 340,000 compounds, 0.61% hits; AID 504692; in the data active means activation mostly above about 9.5%, no sharp cut-off; inactive means mostly below about 7.6%;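 further: 0% = cells with vehicle only and 100% = reference agonist; strong numbers were not always called active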
Ecoli viability – counter-screen for AddAB inhibitors: E. coli growth inhibition | E. coli V3065 growth, OD600 absorbance, 18 h | inhibition, % at 11.9 µM | 330,000 compounds, 0.27% hits | AID 449728;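 active means inhibition above the campaign's mean inhibition across all tested compounds plus 3 SD, cut at about 9.9% in these data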;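 further: uninfected addAB+ strain grown without phage in ampicillin broth; 0% = DMSO wells and 100% = ciprofloxacin 0.95 µg/ml wells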
* = called active by the depositor; nt = no result given. Compounds as they come; any-hit rate near 2.3%.

structure	HTR5A inv ctr	PKA-R2B activ	phage Ecoli inh	Tat export inh	AddAB inh	CDK5 p35 inh	SUMO Mot1 rescue	PKA-R1A act	DAGLB inhibitor	HTR5A ag	Ecoli viability
CCCCCCC1CC(=O)NC(=O)N1 (stereo unspecified)	2.2	9.6	4.1	1.2	-0.1	0.2	-6.8	4.1	-0.8	2.0	1.9
COc1ccccc1NS(=O)(=O)c1ccc(/C=C/C(=O)O)cc1	16.1	4.5	5.1	4.0	1.8	0.6	762.0	4.4	-1.6	1.0	1.6
Cc1cc(C(=O)N2CCCC(C(=O)c3cccc(C(F)(F)F)c3)C2)n[nH]1 (stereo unspecified)	-21.6	6.9	2.1	-1.0	1.2	2.0	-15.6	6.6	0.4	5.7	2.4
Cc1ccc(CC(=O)Nc2ccc(C(=O)N3CCOCC3)cc2)cc1	-17.5	-3.6	4.4	-6.0	-0.1	2.4	56.1	1.9	-1.9	2.5	0.2
Cc1onc(C(=O)N2CCN(c3ccccc3)CC2)c1[N+](=O)[O-]	3.8	-4.2	0.8	-0.3	2.4	0.4	nt	-13.8	-1.5	0.2	-0.2
Cc1ccc2c(c1)N(CC(=O)N1CCCCC1)C(=O)CO2	-7.9	1.2	3.5	0.2	0.3	-1.4	35.7	3.5	0.5	2.8	1.7
CC(=O)Nc1ccc(S(=O)(=O)N2CCN(S(=O)(=O)c3ccccc3)CC2)cc1	16.2	-0.8	-1.4	0.0	-0.9	0.2	-11.2	-5.0	-1.2	-5.8	-0.4
Cc1cccc(C)c1Nc1nc2ccccc2o1	-9.9	1.2	0.8	-10.9	-0.8	0.7	-9.0	-9.6	0.3	-3.6	-1.1
O=C(COc1ccc(S(=O)(=O)NCCc2ccccc2)cc1)N1CCCC1	-14.4	5.5	1.0	0.3	3.6	-1.2	-17.1	-2.4	2.2	-2.7	1.6
CC(Oc1ccc(NC(=O)c2ccco2)cc1)C(=O)N1c2ccccc2CC1C (stereo unspecified)	-20.7	-12.1	0.6	1.0	-2.1	0.1	4.0	-1.3	1.7	7.7	-0.8
Cc1noc(C)c1C(=O)OCC(=O)NCCc1ccc(Cl)cc1	-14.0	-0.3	1.9	20.4	-0.7	0.3	136.6	-3.2	-3.4	5.2	-0.4
Cc1ccc(S(=O)(=O)N2CCCC2c2nc3ccccc3s2)cc1 (stereo unspecified)	17.2	-8.0	2.8	-9.6	2.1	-0.4	nt	-10.3	-2.6	2.9	1.1
Cc1cc(N2CCOCC2)nc(N2CCOCC2)n1	-13.8	-2.6	1.8	-1.9	5.3	-1.0	-10.9	-8.0	-1.2	0.6	0.1
Cc1cc2c(ncn2C(C)C)c(N)c1C	12.2	-3.0	2.6	-4.3	2.1	1.5	20.7	-11.8	0.9	-4.4	0.5
CC(=O)NS(=O)(=O)c1ccc(N=NN2CCCCC2)cc1	-17.6	-9.1	3.5	-6.5	5.9	1.3	9.9	-5.1	1.4	0.1	0.3
O=C(O)CCC(=O)N1CCc2cc(S(=O)(=O)NCCc3ccc(Cl)cc3)ccc21	-8.0	0.2	nt	-2.9	2.2	nt	3.5	-7.6	-0.6	2.0	-0.2
COCCN(C(=O)COC(=O)/C=C/c1ccc2ccccc2n1)c1c(N)n(Cc2ccccc2)c(=O)[nH]c1=O	-27.2	-4.9	1.4	1.8	-0.7	1.5	-9.0	3.5	1.9	1.5	-0.4
CCN(CC)CCNC(=O)c1cn(CC)c2ccc(S(=O)(=O)N(C)C)cc2c1=O	-8.0	-5.8	3.6	4.8	4.6	1.2	-14.9	-3.5	0.2	2.9	1.5
CCCC(CCC)=NNC(=O)CN(Cc1ccccc1)S(=O)(=O)c1ccccc1	-3.7	-4.4	1.0	14.6	4.0	0.5	35.1	-7.0	-2.2	3.8	1.2
CCOC(=O)C1CCN(C(=O)/C=C/c2ccc3c(c2)OCO3)CC1	-18.7	-3.4	2.5	7.3	1.6	-0.6	266.4	-11.3	1.0	6.8	-0.9
O=S(=O)(/C=C/c1ccccc1)N1CCc2ccccc2C1	1.4	14.4	2.9	8.3	-2.2	-3.0	-24.7	-7.1	-7.6	-0.4	-1.1
Cn1c(=O)cc(SCC(=O)NCc2cccnc2)c2ccccc21	-11.8	-11.1	3.3	7.3	5.8	-0.8	41.7	-3.5	1.9	4.4	1.3
CC(C(=O)NCc1ccco1)c1ccc([N+](=O)[O-])cc1 (stereo unspecified)	-12.7	-2.9	2.6	-3.4	2.3	2.0	3.1	-5.5	0.4	4.5	4.1
CC1Cc2ccccc2N1C(=O)CSc1nnnn1C (stereo unspecified)	5.8	-6.2	2.5	17.4	1.4	-1.4	7.2	-6.3	2.3	2.5	0.0
O=C(Nc1c2ccccc2nc2ccccc12)C(Cl)(Cl)Cl	-20.9	5.0	nt	-18.7	5.7	-1.7	-4.6	-5.8	2.5	10.7	5.4
COc1cccc(CNC(=O)c2cc3ccccn3n2)c1	9.4	-0.2	2.2	7.6	0.8	-0.2	0.7	-5.1	-1.9	-3.1	-0.4
COc1ccccc1N1CC(C(=O)NCCC2=CCCCC2)CC1=O (stereo unspecified)	12.1	-5.4	-1.6	-5.8	-0.3	-2.8	5.9	3.4	-0.4	-4.9	-1.4
O=C(CCCN1C(=O)/C(=C\c2cccs2)SC1=S)Nc1cccc(C(=O)O)c1	-24.7	9.3	3.3	-2.8	-2.3	-1.7	71.7	7.3	-0.4	0.4	-1.3
CCc1[nH]nc(C(=O)N2CCCC(Nc3cccc(F)c3)C2)c1C (stereo unspecified)	-9.4	-1.5	-2.9	-0.2	-1.2	1.7	-24.6	-7.9	-0.8	6.8	1.8
C=CCN(CC=C)CCOc1ccccc1[N+](=O)[O-]	7.3	8.4	2.2	-4.4	3.7	0.5	-18.6	-7.8	1.5	-4.7	2.3
COCCNC(=O)c1c[nH]c2ccc(S(=O)(=O)Nc3ccc(F)cc3F)cc2c1=O	-2.1	4.6	0.8	-0.8	1.2	-0.9	0.3	2.7	-2.7	0.6	-2.5
Cc1ccc(C)c(OCCCNCc2ccccc2)c1	2.7	-8.0	0.2	5.0	0.3	-2.0	49.8	1.9	-2.1	-0.7	4.0
O=C(Nc1nccs1)c1ccccc1Br	-37.4	-9.1	0.9	2.2	3.8	1.6	94.4	-6.1	-3.0	-2.4	-2.6
CC1CCN(C(=O)CSc2ccc(-c3cccnc3)nn2)CC1	-25.1	2.1	-1.4	-20.5	2.0	-0.3	-2.5	9.6	-1.6	10.4	1.5
O=C(CCN1CCN(Cc2ccccc2)CC1)Nc1ccc(OCc2ccccc2)cc1	-6.0	-2.2	6.1	-3.6	-0.1	-1.0	20.2	-10.9	0.0	7.4	2.1
CCc1cccc(C)c1NC(=S)N1CCCC1C(=O)O (stereo unspecified)	-9.3	-9.6	2.0	-13.0	2.8	-1.6	-1.6	-2.7	-0.5	2.3	1.1
CCOC(=O)CCC(=O)OCC(=O)NC(C)C1CC2CCC1C2 (stereo unspecified)	4.5	-1.8	1.4	5.0	4.3	-1.8	3.6	-4.5	0.6	-1.6	-0.3
CC1(C)CC(=O)C=C(NCCO)C1	30.8	4.7	0.5	-1.8	0.4	1.8	157.9	2.8	-0.1	0.1	2.1
CCN(CC)C(=O)c1ccc2nc(-c3ccccc3)c(-c3ccccc3)nc2c1	9.8	-11.2	2.0	1.2	-0.7	1.2	nt	-9.8	-2.4	-2.8	-0.4
COC(=O)c1sccc1NC(=O)CSc1ccccc1NC(=O)CNC(C)C	6.6	-0.9	3.1	-5.4	4.4	0.2	18.1	1.7	0.1	-2.3	3.5
COC(=O)c1sc(SC)c2c1CC(C)(C)C/C2=N/O	-2.7	-3.5	-1.6	-4.5	0.6	1.3	-15.4	-1.4	-5.2	0.3	0.6
CCOC(=O)C1=C(COC(=O)COc2ccc(OCC)cc2)NC(=O)NC1C (stereo unspecified)	4.7	-0.9	4.1	-3.2	-0.7	-0.9	5.3	-14.1	-6.0	3.4	0.9
CN1CCN(C(=O)CCCOc2ccc(Cl)cc2Cl)CC1	5.6	-0.4	1.6	-0.8	-0.4	-0.4	8.2	2.0	-2.2	-2.4	-1.4
CC1CCC2(CC1)NC(=O)N(CC(=O)Nc1cccc(S(=O)(=O)N3CCCCC3)c1)C2=O (stereo unspecified)	-7.5	-1.0	-0.6	2.1	-0.7	-0.1	21.9	-8.1	1.9	2.1	0.3
COc1ccc(S(=O)(=O)N2CCN(C(=O)c3cc4c(s3)CCCC4)CC2)cc1	10.4	-5.7	1.7	-1.2	0.9	-0.5	6.1	-11.7	-3.1	-4.2	0.7
COc1ccc(Nc2nc(Cl)nc(NCc3ccco3)n2)cc1	-4.5	7.3	-0.4	-10.1	-1.1	-1.3	-12.1	0.2	1.9	1.7	-0.7
C/C(=N/NS(=O)(=O)c1ccc(C)cc1)[C@H]1C[C@@H]1c1ccccc1	-31.8	-3.2	-1.2	2.9	-0.3	0.2	-6.4	0.3	-5.8	11.1	-1.8
O=C(NCCc1ccccc1)C(=O)N/N=C/c1ccccc1C(F)(F)F	-0.3	-4.8	2.0	-1.1	0.1	2.5	16.1	-1.1	-1.3	0.1	-0.9
O=C(N/N=C/c1cccnc1)c1ccccc1[N+](=O)[O-]	-1.1	-2.5	3.5	-4.4	2.0	0.5	13.6	1.2	0.0	0.4	0.3
c1ccc2c(CNCCN3CCOCC3)cccc2c1	7.0	-7.2	0.2	-3.2	-0.9	-3.5	-22.4	-7.5	-5.1	-2.7	-1.4
Cc1cc(C(=O)COC(=O)C2=NN(c3ccccc3)C(=O)CC2)c(C)n1CC(F)(F)F	1.9	-12.7	2.5	20.6	2.8	-1.9	10.6	2.1	3.2	-0.7	-0.2
COc1cc(/C=C/C(=O)O)cc(S(=O)(=O)N2CCN(S(=O)(=O)c3ccc(Cl)cc3)CC2)c1OC	-11.9	6.6	-0.1	10.2	4.3	-0.3	352.1	7.8	3.8	3.2	1.0
N#C/C(=C\c1ccccc1)C(=O)Nc1ccccn1	-11.4	-0.8	2.9	-8.6	-3.4	0.5	22.1	3.2	1.0	3.2	-0.7
O=C(NCc1ccco1)c1nc2ncccn2n1	-4.8	5.5	3.1	-9.5	3.9	-0.4	-8.0	-4.4	1.8	-1.1	-0.5

Whole records from above. Screens in order: HTR5A inv ctr | PKA-R2B activ | phage Ecoli inh | Tat export inh | AddAB inh | CDK5 p35 inh | SUMO Mot1 rescue | PKA-R1A act | DAGLB inhibitor | HTR5A ag | Ecoli viability
C/C(=N/NS(=O)(=O)c1ccc(C)cc1)[C@H]1C[C@@H]1c1ccccc1 is entered as -31.8 | -3.2 | -1.2 | 2.9 | -0.3 | 0.2 | -6.4 | 0.3 | -5.8 | 11.1 | -1.8
COC(=O)c1sccc1NC(=O)CSc1ccccc1NC(=O)CNC(C)C is entered as 6.6 | -0.9 | 3.1 | -5.4 | 4.4 | 0.2 | 18.1 | 1.7 | 0.1 | -2.3 | 3.5
